NALP1 inh: blocks the NALP1 inflammasome reconstituted in yeast; inhibition, % at 10 µM; AID 2071; S. cerevisiae NALP1/ASC/caspase-1 growth, X-gal OD620, 72 h; hit rate 0.61% among 280,000; in the data active = inhibition mostly above about 24%, no sharp cut-off; inactive = mostly below about 32%; note: some compounds called inactive have numbers as strong as hits
p-CIP stab down: lowers stability of the mouse p/CIP coactivator protein; AID 1984; decrease of EGFP signal, % at 10 µM; hit rate 0.01% among 290,000; F442A p/CIP-EGFP cells, EGFP fluorescence, 16 h;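 active = EGFP signal decrease of at least 30% at 10 µM or well 3 SD below plate mean, unless failing retest; inactive = the rest, including hits failing retest or dose response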; note: some compounds called inactive have numbers as strong as hits; many of its hits are not listed in these tables
MEKK2mut PB1 HTS: signal of MEK5 binding to mutant human MEKK2 PB1 domain | bead flow cytometry, Alexa488-MEK5 binding to MEKK2 mutant | hit rate 0.35% among 290,000 | percent response, % at 10 µM | AID 1530; in the data active = percent response above about 24%, passing the limit was not always enough; note: inactives centre near 1; some results filed as inactive read as strong as hits; reference of the scale not given here
PfM18AAP inh: PfM18AAP enzyme inhibition; hit rate 1.2% among 290,000; inhibition, % at 7.35 µM; recombinant PfM18AAP, H-Glu-NHMec fluorogenic cleavage;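 active = inhibition above the campaign mean inhibition over all tested compounds plus 3 SD, cut at about 28% in these data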;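 note: 0% = plate median of test compound wells and 100% = 2 mM ZnCl2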
IDE act: IDE (human) activation, cell-based | HEK cells, FAbeta-B cleavage, fluorescence polarization; 0% vehicle, 100% cell-free pure enzyme wells | hit rate 0.073% among 340,000 | P14735 | AID 493087 | activation, % at 5.96 µM;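 active = activation above the mean of all tested compounds plus 3 SD, set per screening campaign, cut at about 17% in these data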
IDE cell inh: inhibitors of human insulin-degrading enzyme in cells; HEK cells, FAbetaB cleavage, fluorescence polarization; P14735; inhibition, % at 5.59 µM; hit rate 0.41% among 320,000;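 active = percent inhibition above the average of all tested compounds plus 3 SD, set per screening campaign, cut at about 16% in these data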;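 note: IDE supplied by intact live HEK cells; FP after avidin binding of uncleaved biotin substrate so inhibition keeps polarization high; 0% = DMSO wells and 100% = 60 µM reference IDE inhibitor Ii1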
MEKK2wt PB1 HTS: raises or lowers MEK5 binding to wildtype human MEKK2 PB1 domain | Q9Y2U5 | bead flow cytometry, Alexa488-MEK5 binding to MEKK2 WT; actives lie on both sides | binding response (% of control), % at 10 µM | hit rate 1.1% among 290,000 | AID 1531; in the data active = binding response below about 67% or above about 130%
UBC9 SUMO inh: inhibitors of human SUMOylation (UBC9); P63279; HTRF SUMOylation assay, SAE1/SAE2 + UBC9, in vitro; inhibition, % at 35 µM; hit rate 0.36% among 290,000; AID 2006; in the data active = inhibition above about 50%, passing the limit was not always enough; note: strong numbers were not always called active
Target sequence (P63279 whole entry, looked up): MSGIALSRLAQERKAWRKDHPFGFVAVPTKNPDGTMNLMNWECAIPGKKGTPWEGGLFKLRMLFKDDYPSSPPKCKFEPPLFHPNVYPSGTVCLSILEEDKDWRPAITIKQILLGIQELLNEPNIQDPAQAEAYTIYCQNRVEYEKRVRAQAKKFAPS
MEKK3 PB1 HTS: MEKK3-MEK5 PB1 interaction, increase or decrease; binding response (% of control), % at 10 µM; bead-based flow cytometry, Alexa488-MEK5 binding to MEKK3; actives lie on both sides; 0 = blocked by unlabeled MEK5, 100 = vehicle; hit rate 1.4% among 290,000;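 active = binding response more than 3 SD above or below the average of its plate-row segment, actives on both sides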;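 note: Alexa488 bead fluorescence after subtracting the streptavidin-only scavenger bead signal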
Target sequence (Q99759 whole entry, looked up): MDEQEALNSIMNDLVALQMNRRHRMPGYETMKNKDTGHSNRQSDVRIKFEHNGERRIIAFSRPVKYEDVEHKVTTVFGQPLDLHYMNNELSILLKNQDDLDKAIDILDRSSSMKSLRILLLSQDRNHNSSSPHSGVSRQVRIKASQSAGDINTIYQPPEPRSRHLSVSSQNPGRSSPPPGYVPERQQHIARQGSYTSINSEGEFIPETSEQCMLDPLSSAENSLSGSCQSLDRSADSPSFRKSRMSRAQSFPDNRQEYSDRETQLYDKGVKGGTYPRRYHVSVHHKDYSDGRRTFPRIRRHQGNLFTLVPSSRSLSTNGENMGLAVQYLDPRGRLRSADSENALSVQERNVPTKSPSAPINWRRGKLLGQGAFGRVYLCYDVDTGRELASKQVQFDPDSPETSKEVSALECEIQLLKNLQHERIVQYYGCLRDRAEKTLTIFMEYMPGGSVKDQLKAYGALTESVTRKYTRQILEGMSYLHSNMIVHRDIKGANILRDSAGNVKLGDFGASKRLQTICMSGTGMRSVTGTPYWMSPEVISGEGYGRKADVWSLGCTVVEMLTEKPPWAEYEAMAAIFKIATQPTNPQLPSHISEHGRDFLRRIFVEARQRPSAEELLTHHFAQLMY
An asterisk follows results filed as active; / = not tested or not shown.

SMILES	NALP1 inh	p-CIP stab down	MEKK2mut PB1 HTS	PfM18AAP inh	IDE act	IDE cell inh	MEKK2wt PB1 HTS	UBC9 SUMO inh	MEKK3 PB1 HTS
CCOc1ccc2nc(Nc3nc(CSc4nnnn4-c4ccccc4)cc(=O)[nH]3)nc(C)c2c1	25	-4	-2	0	2	0	93	18	96
COc1cc(-c2nnc(SCC(=O)N3c4ccccc4Sc4ccccc43)o2)cc(OC)c1OC	14	-14	1	-2	6	-6	97	5	111
CCCOc1ccc(C(=O)Nc2ccc(N3CCN(C(=O)c4ccco4)CC3)cc2)cc1	6	-8	4	-1	-6	5	100	-11	100
CCOc1ccc(CCNc2nc3ccccc3n3c(C)nnc23)cc1OCC	0	-25	6	5	4	3	101	-2	96
COc1ccc2oc(C(=O)OCC(=O)Nc3ccc(C(=O)N(C)C)cc3)c(C)c2c1	6	2	8	-2	0	-2	110	22	104
Cc1ccc(CNC(=O)C2CCCN(S(=O)(=O)c3cnc[nH]3)C2)cc1 (stereo not drawn)	12	-6	0	-7	4	2	98	9	97
Nc1ccc(-c2nc3nc(N)nc(N)c3nc2-c2ccc(N)cc2)cc1	24	-3	12	11	-1	1	104	21	97
Cc1ccc(C(=O)CCC(=O)N(C)CC(=O)Nc2ccccc2Br)cc1	5	-7	4	4	6	-7	97	-6	96
O=C(NC1C2CC3CC(C2)CC1C3)c1ccc(Br)o1 (stereo not drawn)	5	-19	0	23	-1	7	97	10	99
c1ccc(-c2nc(-c3ccc(-c4ccon4)s3)no2)cc1	12	-5	-11	0	4	2	87	21	85
FC(F)(F)C(F)(F)C(F)(F)c1nnc2ccc(N3CCOCC3)nn12	-2	4	1	4	8	2	104	-11	103
O=C(CCNC(=O)C1CCN(S(=O)(=O)c2ccccc2)CC1)NCc1cccc(Cl)c1	22	-2	-6	1	-2	1	101	-8	94
Cc1oc(-c2ccccc2Cl)nc1CS(=O)CC(=O)NCc1ccco1 (stereo not drawn)	0	-7	3	7	4	3	101	2	99
CCCCc1nc2cc(C(=O)N(C)C3CCOCC3)ccc2o1	-1	-10	5	-13	1	-6	104	10	100
Cc1ccc(C(=O)N/C(=C\c2ccc(Cl)cc2)C(=O)NCCN2CCOCC2)cc1	-4	-13	6	-4	-6	-3	98	16	99
COc1ccc(-c2nc3c(-c4ccc(F)cc4)cnn3cc2C)cc1F	5	1	4	4	-8	7	99	23	105
COc1cc(NC(=O)CSc2nnc3c(C)cc4cc(C)cc(C)c4n23)c(C(=O)O)cc1OC	5	1	-7	-1	5	7	93	5	101
Cc1cc(C)n(C(C)n2nc(C)cc2C)n1	32	-3	-3	-2	3	4	98	-9	95
C[C@H]1C[C@@H]2[C@H]([C@@H](O)C[C@@]3(C)[C@H]2CC[C@]3(O)C(=O)CO)[C@@]2(C)C=CC(=O)C=C12	16	-2	2	-9	-4	2	98	15	91
OCc1cc(Br)ccc1OCc1nc2ccccc2s1	18	-5	0	6	-7	8	96	8	98
O=S(=O)(NNc1cccc(Cl)n1)c1ccc(Cl)cc1	40	-1	2	72*	-1	/	99	10	100
COc1ccc(C(=O)NCc2nnc(SCC(=O)Nc3cccc(OC)c3)o2)cc1	21	-7	-3	-14	6	4	103	15	102
CC(C(=O)N/N=C/c1ccc(N(C)C)c(Br)c1)N(c1ccccc1)S(C)(=O)=O (stereo not drawn)	10	-7	6	-3	-2	3	106	14	108
O=C(NC1CS(=O)(=O)CC1NCc1ccccc1)c1ccccc1 (stereo not drawn)	22	4	3	8	-4	-7	98	-12	98
Cc1cc(C)n(-c2cc(N3CCOCC3)ncn2)n1	-16	0	11	0	4	-4	105	5	107

Ordered by SMILES length (descending): some entries from above
SMILES	NALP1 inh	p-CIP stab down	MEKK2mut PB1 HTS	PfM18AAP inh	IDE act	IDE cell inh	MEKK2wt PB1 HTS	UBC9 SUMO inh	MEKK3 PB1 HTS
COc1ccc2oc(C(=O)OCC(=O)Nc3ccc(C(=O)N(C)C)cc3)c(C)c2c1	6	2	8	-2	0	-2	110	22	104
Cc1oc(-c2ccccc2Cl)nc1CS(=O)CC(=O)NCc1ccco1 (stereo not drawn)	0	-7	3	7	4	3	101	2	99
CCOc1ccc(CCNc2nc3ccccc3n3c(C)nnc23)cc1OCC	0	-25	6	5	4	3	101	-2	96
O=C(NC1CS(=O)(=O)CC1NCc1ccccc1)c1ccccc1 (stereo not drawn)	22	4	3	8	-4	-7	98	-12	98

Next results
SMILES	NALP1 inh	p-CIP stab down	MEKK2mut PB1 HTS	PfM18AAP inh	IDE act	IDE cell inh	MEKK2wt PB1 HTS	UBC9 SUMO inh	MEKK3 PB1 HTS
Cc1ccc(CS(=O)(=O)Cc2ccc(C(=O)NCc3ccco3)o2)cc1	12	-2	4	4	2	1	101	9	100
CCc1ccc(NC(=O)C2CC(=O)Nc3ncnn32)cc1 (stereo not drawn)	16	5	-2	0	5	4	99	4	102
Cn1c(=O)c2c(ncn2CC(=O)Nc2ccc(N3CCOCC3)cc2)n(C)c1=O	12	-14	-10	-5	-2	-3	85	11	85
Cc1nnc(SCC(=O)Nc2ccc3c(c2)COC3=O)n1-c1ccccc1	16	-4	1	1	0	8	101	3	103
Cc1ccsc1CNC12CC3CC(CC(C3)C1)C2	-2	-3	-8	1	3	1	104	4	103
CC(/C=N/NC(=O)c1nnn(-c2nonc2N)c1C(C)C)=C\c1ccccc1	21	-14	0	4	-13	16	96	0	100
CCCCN1C(=O)CC(Nc2ccc(CC)cc2)C1=O (stereo not drawn)	39	-1	3	-4	1	-1	109	-1	104
Cc1cccc(NC(=O)c2onc3c2CCCC3)c1C	12	10	7	5	3	2	105	-7	103
Cn1c(N)c(C(=O)COC(=O)c2cncc(Br)c2)c(=O)n(C)c1=O	14	6	-18	-6	0	0	82	-5	87
Cc1c(C(=O)N2CCCC2)sc(NC(=O)c2cccc(Cl)c2)c1C#N	12	-5	2	5	0	3	101	7	104
NS(=O)(=O)c1ccc(NC(=O)Nc2cccc(Cl)c2)cc1	23	-14	-5	1	1	0	98	-1	99
OC(COc1ccc(F)cc1)CN1CCN(CC(O)COc2ccc(F)cc2)CC1 (stereo not drawn)	0	-14	2	6	1	-2	106	12	100
Oc1c(C(c2ccccn2)N2CCCCC2)cc(Cl)c2cccnc12 (stereo not drawn)	10	-3	3	3	-3	-4	111	-48	101
CC(=O)Nc1c(O)n(C)c2ccccc12	25	2	5	-11	3	0	104	-5	107
CC(=O)Nc1ccc(C2NC(=O)CCC2[N+](=O)[O-])cc1 (stereo not drawn)	7	7	16	-10	7	-1	111	18	108
FC(F)(F)c1cccc(-c2nnc(-c3ccccc3)c(N3CCOCC3)n2)c1	-4	-12	2	13	7	7	99	-18	94
O=C(/C=C/c1ccccc1[N+](=O)[O-])Nc1cccnc1	34	-13	20	0	-5	1	113	5	105
C=CCNC(=S)NNC(=O)c1csc(C)c1C	-6	8	11	16	3	4	112	-12	107
CC(C)NCC(O)COCCOc1ccc(Cl)cc1 (stereo not drawn)	/	1	21	-7	-2	5	105	9	107
O=C(NCc1ccccn1)C(=O)NCC1OCCN1S(=O)(=O)c1ccc(F)cc1 (stereo not drawn)	13	4	9	6	6	1	109	11	101
Cc1cc(C)c2c(N)c(C(=O)c3ccccc3)sc2n1	8	8	-8	-4	/	7	86	28	93
Cc1ccc(NC(=S)NCc2ccc(S(N)(=O)=O)cc2)c(C)c1	14	-16	1	3	4	4	101	11	101
O=c1cc(CO)oc(C(Nc2ccccn2)c2ccsc2)c1O (stereo not drawn)	-6	-10	4	2	/	9	106	5	105
N#C/C(=C\c1ccccc1Br)C(=O)NC1CC1	5	-11	6	14	5	-1	109	0	103
Cc1ccc(NC(=O)C(=O)c2c(-c3ccccc3)cc3ccccn23)cc1S(=O)(=O)N1CCOCC1	11	-30	-12	2	1	-2	92	4	102

(cont.)
SMILES	NALP1 inh	p-CIP stab down	MEKK2mut PB1 HTS	PfM18AAP inh	IDE act	IDE cell inh	MEKK2wt PB1 HTS	UBC9 SUMO inh	MEKK3 PB1 HTS
Cc1ccc(NC(=O)CCCCCCCCCCC2COCCO2)c(C)c1 (stereo not drawn)	24	-2	-5	5	-2	2	96	3	93
O=C(NCc1cccnc1)c1ccccc1-c1nc(-c2ccccc2)no1	5	-9	0	-2	5	1	99	6	101
CCOc1ccccc1NC1=CC(=O)CC(c2ccccc2)C1 (stereo not drawn)	34	7	-8	2	4	6	92	-19	90
O=C(Nc1ccc(Cl)cc1)Nc1cnccn1	16	0	-8	-3	-2	-1	98	12	98
O=C(CCC(=O)OCc1ccc(Cl)cc1)Nc1ccccc1	33	-4	2	0	1	2	105	12	102
CSCC[C@H](NC(=O)C1CCN(S(=O)(=O)c2ccccc2)CC1)C(=O)NC1CC1	6	-10	2	-4	5	-4	100	/	99
CC1/C(=C\c2ccc(Cl)cc2)C(=O)C2CC1C2(C)C (stereo not drawn)	8	-12	5	14	-3	3	107	-4	105
O=C(c1c(F)cccc1F)N(Cc1ccccc1)Cc1ccccc1	-10	-8	14	5	-2	4	98	-14	105
COCCn1nnnc1C(CC(C)C)N1CCN(c2nc3ccccc3s2)CC1 (stereo not drawn)	5	-7	4	-5	2	5	104	1	100
COc1ccc(-c2csc(N3CCSCC3)n2)cc1	20	0	6	9	1	-5	105	14	106
Cc1c(NC(=O)NC2CCCCC2)cccc1[N+](=O)[O-]	-16	-5	-1	1	0	0	98	-1	102
O=C(CCCCCn1c(=S)[nH]c2ccccc2c1=O)NCc1ccc2c(c1)OCO2	3	1	-1	0	2	6	99	-25	104
COCCN(C(=O)COC(=O)Cc1cccc2ccccc12)c1c(N)n(Cc2ccccc2)c(=O)[nH]c1=O	20	-26	2	-12	3	-4	103	10	98
Cc1cccc(C(=O)c2ccccc2C(=O)O)c1O	8	-6	-1	0	2	-1	93	0	94
Cc1nc(N2CCOCC2)[nH]c(=O)c1[N+](=O)[O-]	-8	-7	7	3	-1	-5	82	9	95
C=CCN1C(=O)/C(=C\c2ccc(Cl)cc2)N=C1SCC(=O)NC1CCCCC1	18	-2	4	4	0	-1	99	11	101
CCOC(=O)c1c(/N=C/C2=C(O)CC(C)(C)CC2=O)sc(C(C)=O)c1C	-18	-1	-3	5	4	2	96	24	100
COC(=O)C1=C(C)N(c2ccc(C)c(C)c2)/C(=C/c2ccco2)C1=O	11	3	-1	-4	7	0	97	-8	102
CCOc1ncccc1C(=O)N1CCN(S(=O)(=O)c2ccc(Br)cc2Cl)CC1	8	0	-3	-5	3	-3	98	-2	99
Cc1nc2cc(C(=O)OCC(=O)N(CC(C)C)C3CCS(=O)(=O)C3)ccc2n1-c1ccccc1 (stereo not drawn)	24	-3	0	-9	-1	0	88	16	96
Cn1c(SCC(=O)N2CCN(c3cccc(Cl)c3)CC2)nnc1-c1ccncc1	40	-4	-7	1	0	-1	91	4	93
CCOC(=O)CSc1ncnc2c1cnn2-c1ccc(Cl)cc1	30	0	4	-6	2	-4	107	0	104
CC1CCCC(NC(=O)c2n[nH]c(=O)c3ccccc23)C1C (stereo not drawn)	1	-6	-1	-11	-2	-4	96	31	97
O=C(C/C(=N\NC(=O)c1ccccc1Br)C(F)(F)F)c1cccs1	19	-13	-1	-2	-1	-1	97	13	103
O=C(Nc1nc(N2C(=O)c3ccccc3C2=O)n(-c2ccccc2)n1)c1ccc(Cl)cc1	-9	-11	2	-16	1	-3	105	4	102
CCCC(=O)Nc1ccc(Cl)c(NC(=O)C(C)(C)C)c1	11	-20	5	0	1	4	100	12	99
COC(=O)CSc1nnnn1-c1cccc2ccccc12	24	-8	6	-15	1	3	103	-5	102
COc1cc(OC)cc(-n2nnnc2SCC(=O)Nc2nc3c(s2)CCCC3)c1	5	-8	-4	4	3	-6	96	-12	97
CCCCN1C(=O)C(=O)N(CC(=O)Nc2ccccc2C(=O)OCC)C1=O	16	-3	5	-16	-5	-1	110	6	107

Only part of the results is shown, so the mix of outcomes need not match the whole.
